# High-throughput results as filed in PubChem.
# Vif-A3F inh = inhibitors of Vif-A3F interaction; AID 602313; Potency, µM (titrated, usually from 46.1 µM), for inactives: top-dose activity, negative = active; 390,000 tested, 0.2% active; HeLa A3F-eYFP + Vif (tagged APOBEC3F with the HIV-1 protein that degrades it), YFP fluorescence increase; further: potency means the concentration at half of the fitted maximal effect; % of control where 0% means no effect; nearly all actives have a fitted effect of over 65% in size
#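 Fluorescence increase (Ex 488/Em 500-530) after overnight compound treatment at 37 deg C flags inhibition of Vif-driven A3F-eYFP loss in stable HeLa A3F-eYFP/Vif cells seeded overnight beforehand.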
# D1 antag = antagonists of human D1 dopamine receptor; 360,000 tested, 3.2% active; HEK293 TREx D1 cells, calcium flux, dopamine EC80; active compounds read low; AID 504652; activity change, negative = inhibition, % at 10 µM; in the data active means activity change below about -30%; further: on the % scale 0 is the no-effect control and ±100 the full control effect
# Target sequence (P21728 whole entry, looked up): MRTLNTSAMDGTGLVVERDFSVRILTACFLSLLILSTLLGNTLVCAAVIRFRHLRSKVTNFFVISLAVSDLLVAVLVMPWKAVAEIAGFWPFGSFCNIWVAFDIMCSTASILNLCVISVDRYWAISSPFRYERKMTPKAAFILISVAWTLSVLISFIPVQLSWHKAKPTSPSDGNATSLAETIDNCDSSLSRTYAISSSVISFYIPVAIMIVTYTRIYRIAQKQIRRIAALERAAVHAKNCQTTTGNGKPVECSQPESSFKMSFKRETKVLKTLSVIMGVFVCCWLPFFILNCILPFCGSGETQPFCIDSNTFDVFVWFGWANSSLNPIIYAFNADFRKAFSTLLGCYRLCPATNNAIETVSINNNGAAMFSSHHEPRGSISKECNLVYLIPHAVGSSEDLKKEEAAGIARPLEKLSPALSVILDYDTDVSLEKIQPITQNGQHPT
#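 After overnight tetracycline induction at 30 C, force-coupled D1 HEK293 cells took up a no-wash calcium dye at room temperature. Compounds were added and monitored 180 s, and the response to EC80 dopamine was then recorded.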
# D1 potentiator = enhances dopamine response at the human D1 receptor | P21728 | HEK293 TREx D1 cells, calcium flux, dopamine EC20 potentiation | potentiation, % at 10 µM | 360,000 tested, 0.036% active | AID 504651; in the data active means potentiation above about 30%; further: 0% is about no effect
# D1 agonist = human D1 receptor agonism; P21728; HEK293 T-REx D1 cells, calcium flux, agonist mode; activation, % at 2 µM; 360,000 tested, 1% active; in the data active means activation above about 30%; further: 0% is about no effect
#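 Tetracycline-induced HEK293 TREx D1 cells, force-coupled to calcium signalling, were dye-loaded with a no-wash calcium kit. Compound was pin-added after a 10 s baseline. Fluorescence was read kinetically at 1 cycle/s for 180 s, with calcium rises flagged as agonism.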
# Glioma ERSR ind = inducers of ER stress response in human glioma cells | U87-MG GRP78 promoter luciferase reporter, 16 h | Potency, µM, inactives show top-dose activation, actives largely listed as activators | 420,000 tested, 0.02% active; further: potency means the concentration at half of the fitted maximal effect; series mostly up to about 76 µM; % of control where 0% means no effect; nearly all actives have a fitted effect of over 35% in size
#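 ERSR induction read as luciferase luminescence (Bright-Glo, 10 min at room temperature) in stably transfected human U87-MG glioma cells exposed to compounds for 16 h, using GRP78 as sensor.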
# RXFP1 agonist = RXFP1 (human) receptor agonism; Q9HBX9; HEK293T-RXFP1 cAMP TR-FRET, 30 min; response scale: percent of porcine relaxin response, buffer zero; Potency, µM (highest dose often 57.5 µM), for the others: at the top dose activation, actives largely listed as activators; 370,000 tested, 0.3% active; AID 2676; further: potency means the concentration at half of the fitted maximal effect; on the % scale 0 is the no-effect control and ±100 the full control effect; nearly all actives have a fitted effect of over 60% in size; many of its hits are not listed in these tables
#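 HEK293 cells stably expressing RXFP1, treated 30 min at 37C with compounds plus PDE4 inhibitor Ro 20174; cAMP measured by HTRF TR-FRET. Normalized to buffer and 29 nM porcine relaxin; EC50 by Hill fit.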
# LDHA inh = LDHA (human) enzyme inhibition; P00338; purified LDHA, NADH/diaphorase-resazurin fluorescence; active compounds read low; activity change, % (values are at about 110 or 230 µM); 480,000 tested, 0.15% active; AID 1347041; in the data active means activity change below about -30%; inconclusive means mostly about -25% to -30%;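 further: plate controls were DMSO wells for no effect and wells without enzyme for full effect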
#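 Resorufin fluorescence (ex540/em590), read at 0 and 20 min after diaphorase/resazurin addition, reports the NADH left after a 5 min room-temperature reaction of 2 nM human LDH5 with 0.06 mM NADH and 0.2 mM pyruvate.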
# D2 potentiator = positive allosteric modulators of human D2 dopamine receptor; P14416; HEK293 T-REx D2, calcium flux, EC20 dopamine potentiation; potentiation, % at 10 µM; 340,000 tested, 0.34% active; AID 485347;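 active means potentiation over 3 SD above the plate norm, cut at about 30% in these data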; further: 0% is about no effect
# Target sequence (P14416 whole entry, looked up): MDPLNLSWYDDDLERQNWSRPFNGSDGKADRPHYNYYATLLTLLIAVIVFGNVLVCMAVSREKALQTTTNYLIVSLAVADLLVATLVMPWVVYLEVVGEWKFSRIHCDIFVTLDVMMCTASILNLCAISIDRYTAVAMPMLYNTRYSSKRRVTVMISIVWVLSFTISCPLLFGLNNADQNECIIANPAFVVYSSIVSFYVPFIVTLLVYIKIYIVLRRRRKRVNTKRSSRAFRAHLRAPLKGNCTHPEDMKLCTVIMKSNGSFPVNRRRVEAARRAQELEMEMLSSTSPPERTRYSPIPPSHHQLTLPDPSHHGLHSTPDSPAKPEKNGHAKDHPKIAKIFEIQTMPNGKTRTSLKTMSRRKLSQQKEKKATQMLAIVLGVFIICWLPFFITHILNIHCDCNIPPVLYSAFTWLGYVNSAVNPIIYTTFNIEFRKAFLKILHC
#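 Potentiation of an EC20 dopamine calcium response is measured in a force-coupled, tetracycline-inducible Hek293 Trex D2 line. Compound-only kinetic reads over 180 s flag agonists before dopamine addition.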
# Vif-APOBEC3G blk = inhibitors of Vif-APOBEC3G interaction; Potency, µM (titrated, usually from 46.1 µM), for the others: at the top dose activity, negative = active, hits mostly inhibitors; Q9HC16; 410,000 tested, 0.076% active; AID 602310; HeLa A3G-eYFP + Vif (tagged APOBEC3G with the HIV-1 protein that degrades it), YFP fluorescence, overnight;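 further: potency means the concentration at half of the fitted maximal effect; on the % scale 0 is the no-effect control and ±100 the full control effect; nearly all actives have a fitted effect of over 60% in size; hits raise eYFP signal because A3G escapes Vif-driven loss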
#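 Read-out is eYFP fluorescence (Ex 488/Em 500-530) from Vif-expressing HeLa A3G-eYFP cells; more signal means A3G escaped Vif-mediated degradation. Cells plated overnight, compound pinned in, incubated overnight at 37 deg C.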
# Active calls of the source: *; ? = inconclusive; / = no result given; & = joins results of further samples. Unless noted, the call rests on the fitted dose curve; in most records, active means well fitted curve in the direction sought with a large enough effect; inconclusive means small, poorly fitted or top-dose-only effect, or another doubt; inactive means no such curve, though single readings can be large; an effect the other way counts as inactive or inconclusive. Not all compounds are listed; rates above refer to the full screens.
# The first 6 compounds as a preview:
SMILES,Vif-A3F inh,D1 antag,D1 potentiator,D1 agonist,Glioma ERSR ind,RXFP1 agonist,LDHA inh,D2 potentiator,Vif-APOBEC3G blk
CC(C)Cn1c(N)c(C=O)c(=O)n(C)c1=O,-18%,8,4,1,-5%,-4.0%,-1,1,-3%
COc1ccc(-c2nnc(SCC(=O)N(C)C3CCS(=O)(=O)C3)n2C(C)C)cc1 (stereo not given),-13%,/,/,/,-2%,/,-12,/,0%
CCCCn1cc(S(=O)(=O)c2ccc(OC)cc2)c(=O)c2cc(F)c(N3CCOCC3)cc21,-3%,-2,-3,-1,-6%,4.8%,4,3,0%
O=C(CCc1nnc2ccc(NCc3ccco3)nn12)Nc1ccc(F)cc1F,-3%,-7,-1,2,-2%,7.4%,-6,1,-2%
CCCCCn1cnnc1SCC(=O)c1ccc2c(c1)OCO2,6%,-1,-5,2,0%,0.0%,-1,8,-3%
COc1ccccc1CC(=O)NCCN1CCCCC1,3%,49,-2,8,-4%,0.3%,-4,8,1%

# This part in full, repeating the preview:
SMILES,Vif-A3F inh,D1 antag,D1 potentiator,D1 agonist,Glioma ERSR ind,RXFP1 agonist,LDHA inh,D2 potentiator,Vif-APOBEC3G blk
CC(C)Cn1c(N)c(C=O)c(=O)n(C)c1=O,-18%,8,4,1,-5%,-4.0%,-1,1,-3%
COc1ccc(-c2nnc(SCC(=O)N(C)C3CCS(=O)(=O)C3)n2C(C)C)cc1 (stereo not given),-13%,/,/,/,-2%,/,-12,/,0%
CCCCn1cc(S(=O)(=O)c2ccc(OC)cc2)c(=O)c2cc(F)c(N3CCOCC3)cc21,-3%,-2,-3,-1,-6%,4.8%,4,3,0%
O=C(CCc1nnc2ccc(NCc3ccco3)nn12)Nc1ccc(F)cc1F,-3%,-7,-1,2,-2%,7.4%,-6,1,-2%
CCCCCn1cnnc1SCC(=O)c1ccc2c(c1)OCO2,6%,-1,-5,2,0%,0.0%,-1,8,-3%
COc1ccccc1CC(=O)NCCN1CCCCC1,3%,49,-2,8,-4%,0.3%,-4,8,1%
C=C(C)C(=O)Nc1cccc(C2=NOC3(C2)C[C@H](C(N)=O)N(C(=O)CC)C3)c1 (stereo not given in full),7%,18,-1,5,-3%,-0.8%,-1,-8,0%
Fc1ccc(CSc2ccc(-c3cccs3)nn2)cc1,0%,-4,-6,13,-1%,-2.0%,-9&-8,6,1%
Cc1c(Cl)cccc1NC(=O)Cn1cc2c(n1)CCCC2,2%,13,0,-3,-3%,0.2%,-10,2,-7%
COc1ccc(N(C(=O)Cn2nnc3ccccc32)C(C(=O)NCc2ccco2)c2cccnc2)cc1 (stereo not given),-1%,5,3,1,-5%,-0.3%,-2,-5,-20%
CCCCNC(=O)Cn1ncc2c(C)n(Cc3cccc(Cl)c3)c(C)c2c1=O,-1%,2,1,3,-2%,3.4%,-1,4,4%
Cc1oc2c(C)c3oc(=O)c(CCC(=O)N4C[C@H]5C[C@@H](C4)c4cccc(=O)n4C5)c(C)c3cc2c1C,-3%,6,-3,1,-1%,2.7%,-6,-5,-6%
CCOC(=O)c1cnc2c(C)c(Cl)ccc2c1Nc1ccc(S(=O)(=O)Nc2ncccn2)cc1,/,-39*,-5,3,/,6.6%,/,-2,/
NC(=O)C1CCN(CC(=O)Nc2ccc3c(c2)OCCO3)CC1,2%,/,/,/,1%,/,-8,/,4%
COc1ccc(NC(=O)c2c(NC(=O)CNCc3ccco3)sc3c2CCC3)c(OC)c1,-7%,6,5,2,-2%,-0.1%,-10,/,1%
CNc1cc([N+](=O)[O-])ccc1OCc1ccccc1,5%,-8,-4,1,4%,-2.5%,-2,/,0%
CCNC(=O)CC1C(=O)N(c2ccc(C)cc2)C(=O)N1Cc1ccc(C)cc1 (stereo not given),1%,-11,-2,-2,-1%,-0.8%,-8,3,2%
CCCCOC(=O)Cn1c(=N)n(CCN(CC)CC)c2ccccc21,-11%,-5,3,0,-1%,0.0%,-5,-4,-1%
O=C(COc1ccccc1)N[C@@H]1c2ccccc2CC[C@@H]1O,-1%,/,/,/,-4%,/,0,/,2%
CCOC(=O)c1sc(NNC(=O)c2ccc(C)cc2)nc1C,6%,32,-3,3,2%,1.6%,7,-9,-5%
Cc1n[nH]c(=O)n1-c1cccc(C(F)(F)F)c1,0%,0,-1,6,-4%,1.3%,-1,-3,1%
CC(C)(C)NC(=O)C(c1ccco1)N(C(=O)Cn1nnc(-c2ccc(F)cc2)n1)c1cccc(F)c1 (stereo not given),-13%,-2,-3,0,-5%,-0.3%,-4,7,-6%
CCCCNC(=O)CSc1nc(O)c(Cc2ccc(OC)cc2)c(=O)[nH]1,?,6,1,4,-5%,7.0%,-9,-7,3%
CC1C(=O)N(Cc2cn(CCC3OCCCO3)nn2)CCS(=O)(=O)N1Cc1ccc(-c2ccc(Cl)cc2)cc1 (stereo not given),-1%,/,/,/,-3%,/,3,/,-15%
CC(C)C(=O)Nc1ccccc1N1CCN(C(=O)c2ccccc2)CC1,6%,13,1,-1,-2%,0.0%,0,1,-4%
Cc1cc(Nc2ccccc2F)n2nc(-c3ccccc3)nc2n1,0%,5,-1,2,-3%,0.1%,-4,-14,-1%
Cc1ccc(/C(N)=N/OC(=O)c2cccc(F)c2)cc1,-4%,-6,3,5,6%,0.5%,-3,1,1%
O=C(O)CC/C(=N\NC(=O)c1ccc(F)cc1)c1ccc(Br)cc1,0%,-10,-3,2,8%,0.0%,-4,-2,1%
CCC1Sc2ccccc2N(CC(=O)NCCC2=CCCCC2)C1=O (stereo not given),-10%,-2,-9,10,-1%,-1.0%,-5,17,1%
COc1ccc(Nc2nnc(SCC(=O)NC(=O)Nc3ccc4c(c3)OCCO4)s2)cc1,?,1,-1,0,-1%,0.3%,-11,4,?
Cc1c(Br)c(C(=O)NCc2cc3cc(Cl)ccc3[nH]2)nn1C,5%,-11,2,9,3%,4.2%,1,-8,-19%
CCCCc1cc(=O)oc2c(CN(C)C)c(O)ccc12,-20%,8,-6,3,3%,21%,3,-2,2%
C[C@H]1CN([C@@H](C)CO)C(=O)CCCn2nncc2CO[C@H]1CN(C)S(=O)(=O)c1ccc(Oc2ccccc2)nc1,0%,/,/,/,-5%,/,0,/,2%
COc1cc(OC)cc(C(=O)N2CCCc3ccccc32)c1,-8%,13,2,1,2%,1.7%,0,-4,-28%
COc1ccc(OC)c(CNC(=O)c2cc(S(=O)(=O)N3CCC(C)CC3)cn2C)c1,3%,-2,-2,-1,-2%,-1.1%,0,14,3%
CCn1nc(NC(=O)c2ccncc2)c2cc3ccccc3nc21,2%,-12,-4,1,-1%,-1.8%,-1,8,-5%
COc1ccc(CNC(=O)c2ccc(CS(=O)Cc3ccccc3Cl)o2)cc1 (stereo not given),13%,6,-3,2,-2%,-1.0%,-2,4,-5%
COc1ccc(C2C(C(=O)Nc3ccccc3)=C(C)Nc3nc(-c4ccccc4)nn32)c(OC)c1 (stereo not given),-4%,0,0,2,-1%,-0.2%,-3,-9,-1%
O=C(CCSc1ccccc1)Nc1ccc(S(=O)(=O)N2CCOCC2)cc1,-7%,12,3,5,-1%,-0.8%,2,4,-1%
COC(=O)c1ccc(OCC(=O)c2ccc(O)cc2O)cc1,7%,-2,7,7,2%,0.5%,2,-5,-8%
COc1cc(Cn2ncc3c4sc(C)cc4n(C)c3c2=O)cc(OC)c1,/,0,-3,13,/,/,-2,/,/
O=C1c2ccccc2NC(c2ccc(O)cc2)N1/N=C/c1ccc(O)cc1 (stereo not given),-12%,7,-3,4,4%,0.7%,-5,-1,1%
NC(=S)NN=C1c2cc(S(=O)(=O)N3CCOCC3)ccc2-c2ccc(S(=O)(=O)N3CCOCC3)cc21,-9%,11,0,0,-6%,0.4%,-8,-9,1%
Cc1ccc(C)c(OCC(=O)N/N=C/c2ccsc2)c1,0%,1,2,6,-2%,-2.5%,-7,-6,0%
Cc1ccc2onc(CC(=O)N3CCN(c4cccc(C)c4C)CC3)c2c1,2%,15,-2,0,-4%,18%,0,2,5%
Cc1cccc(OCC(=O)NC(C)C(=O)N/N=C/c2c(OCc3ccccc3)ccc3ccccc23)c1 (stereo not given),-2%,/,2,0,4%,0.4%,2,18,-8%
O=C(O)C1CCc2nc(NCc3ccccc3)nc(NCc3ccccc3)c2C1 (stereo not given),0%,/,/,/,-2%,/,-7,/,4%
Cc1ccc(NCc2nc3ccccc3n2CCOc2ccccc2C)cc1,1%,4,3,0,-1%,9.1%,4,10,-3%
Cn1c(C(=O)NN)cc2cc(Oc3ccccc3)ccc21,-9%,-46*,-5,5,-2%,2.3%,-5,-1,15%
NC(=O)[C@@H]1CC2(CC(c3cccc(NC(=O)CC(c4ccccc4)c4ccccc4)c3)=NO2)CN1C(=O)c1ccc(Cl)cc1 (stereo not given in full),2%,-8,5,12,-4%,0.0%,-1,13,-6%

# Rewritten field by field: 4 of the compounds above.
O=C(O)C1CCc2nc(NCc3ccccc3)nc(NCc3ccccc3)c2C1 (stereo not given)
  Vif-A3F inh: 0% | D1 antag: / | D1 potentiator: / | D1 agonist: / | Glioma ERSR ind: -2% | RXFP1 agonist: / | LDHA inh: -7 | D2 potentiator: / | Vif-APOBEC3G blk: 4%

Cn1c(C(=O)NN)cc2cc(Oc3ccccc3)ccc21
  Vif-A3F inh: -9% | D1 antag: -46* | D1 potentiator: -5 | D1 agonist: 5 | Glioma ERSR ind: -2% | RXFP1 agonist: 2.3% | LDHA inh: -5 | D2 potentiator: -1 | Vif-APOBEC3G blk: 15%

Cc1ccc(C)c(OCC(=O)N/N=C/c2ccsc2)c1
  Vif-A3F inh: 0% | D1 antag: 1 | D1 potentiator: 2 | D1 agonist: 6 | Glioma ERSR ind: -2% | RXFP1 agonist: -2.5% | LDHA inh: -7 | D2 potentiator: -6 | Vif-APOBEC3G blk: 0%

COc1cc(Cn2ncc3c4sc(C)cc4n(C)c3c2=O)cc(OC)c1
  Vif-A3F inh: / | D1 antag: 0 | D1 potentiator: -3 | D1 agonist: 13 | Glioma ERSR ind: / | RXFP1 agonist: / | LDHA inh: -2 | D2 potentiator: / | Vif-APOBEC3G blk: /
